All columns: NCI-60 one-dose screen, growth in % after 48 h at 10 µM unless noted; 100 = growth as untreated, 0 = no growth, -100 = all killed.
M14 – M14 melanoma; hit rate 6.2% among 80,000; AID 1794745
HOP-92 – HOP-92 NSCLC cells. hit rate 6.3% among 71,000
LOX IMVI – LOX IMVI melanoma. hit rate 7.4% among 79,000. AID 1794757
SK-MEL-5 – SK-MEL-5 melanoma; hit rate 6.4% among 80,000
HOP-62 – HOP-62 NSCLC. hit rate 3.9% among 80,000. AID 1794735
A549/ATCC – A549/ATCC NSCLC. hit rate 3.7% among 81,000
CCRF-CEM – CCRF-CEM leukemia; hit rate 7% among 77,000
EKVX – EKVX NSCLC | hit rate 3% among 71,000 | AID 1794765
* hit, by the source's call; x = not tested or not shown; [ ] = another dose, or the depositor's remark. The calls were made as follows: active = growth percent below 10; inactive = the rest.

1) O=C(Nc1ccccc1)C1CN(Cc2ccc([N+](=O)[O-])cc2)CCS1 (stereo not drawn)
2) CC1(O)OC(COc2ccc(Cl)cc2)COC1O (stereo not drawn)
3) Cc1ccc(NC(=O)c2nc(S(C)(=O)=O)oc2-c2ccc(F)cc2)cc1Nc1ccc2ncn(C)c(=O)c2c1
4) O=C(Oc1ccc(CO[N+](=O)[O-])cc1)c1ccccc1
5) Cc1cccc(Cl)c1NC(=O)SC(C)C
6) CC1=CSC2=NC(c3ccc(Cl)cc3)=CC(c3ccc(Cl)cc3)N12 (stereo not drawn)
Screen / compound no.,1,2,3,4,5,6
M14,99,109,39,-83*,107[100 µM],104
HOP-92,90,105,108,-88*,103[100 µM],101
LOX IMVI,95,99,-72*,-87*,x,82
SK-MEL-5,99,101,79,-96*,97[100 µM],102
HOP-62,93,106,100,-87*,97[100 µM],102
A549/ATCC,87,106,102,-9.7*,105[100 µM],104
CCRF-CEM,100,99,16,-47*,109[100 µM],99
EKVX,99,95,73,-100*,102[100 µM],x

7) CC(C)Cc1cc(-c2cc(CC(C)C)nc(N)n2)nc(N)n1
8) CCCCNC(=O)C(=O)NCCCC
9) Cc1cc(CC(C)C)c(C(N)=O)cc1C
10) Cc1c(C(=O)/C=C/Nc2ccc(C(=O)O)cc2)sc2nc3ccccc3n12
11) CCCNC(=O)c1cc(NCc2cc(O)ccc2O)ccc1O
12) CCCCC(CC)C(=O)OC(C)CC(OC(=O)C(CC)CCCC)C(C)C (stereo not drawn)
Screen / compound no.,7,8,9,10,11,12
M14,110,104,102,110,101,105
HOP-92,106,104,79,97,113,73
LOX IMVI,106,102,103,103,100,91
SK-MEL-5,98,100,96,79,91,101
HOP-62,101,108,115,112,101,101
A549/ATCC,96,111,93,97,89,105
CCRF-CEM,104,101,98,105,54,89
EKVX,93,95,x,106,110,x

13) COc1ccc(C(=O)COc2ccc(/C=C3\C(=O)Nc4ccc(Cl)cc43)cc2)cc1
14) COC(=O)C(CC(=O)Nc1ccc(C(=O)c2nccn2C)cc1)c1ccc(C(F)(F)F)cc1 (stereo not drawn)
15) Cn1cc(Nc2ncc(C(N)=O)c(NCCCNC(=O)C3CCC3)n2)cn1
16) COc1ccc(C2=C/C(=C/c3ccc(-c4ccc(Cl)cc4)o3)C(=O)N2Cc2ccccc2)cc1
17) COc1ccc(Oc2nc(Nc3ccc(N4CCOCC4)nc3)ncc2NC(N)=O)cc1
18) COc1ccc(-c2n[nH]nc2-c2cc(OC)c3c(c2)OCO3)cc1
Screen / compound no.,13,14,15,16,17,18
M14,93,103,77,96,87,8.2*
HOP-92,38,102,74,89,x,29
LOX IMVI,88,96,78,86,95,-4.3*
SK-MEL-5,90,102,98,93,96,-1.6*
HOP-62,97,94,55,110,101,18
A549/ATCC,99,102,104,83,89,14
CCRF-CEM,87,97,89,99,94,-4.9*
EKVX,101,98,99,x,100,x

19) NS(=O)(=O)c1ccc(Nc2nc(N/N=C/c3cc(Br)c(O)c(Br)c3)nc(Nc3ccccc3)n2)cc1
20) CCCCCCOC(=O)N1CCCC1
21) COc1ccc2c(Cl)cc(NC(=O)Nc3c(C)cccc3C)nc2c1
22) CCCCCNC(=O)c1ccc(NC(=O)CCl)s1
23) O=C(/C=C/c1cccc(OCc2ccccc2)c1)c1nc2ccccc2[nH]1
24) Cc1nccc2c3ccc(OCc4cn(-c5ccc(Br)cc5)nn4)cc3n(CCCc3ccccc3)c12
Screen / compound no.,19,20,21,22,23,24
M14,59,112,86,70,1.5*,-82*
HOP-92,-4.4*,x,41,114,23,100
LOX IMVI,-24*,93,61,22,x,-40*
SK-MEL-5,-27*,97,64,80,72,30
HOP-62,27,104,6.9*,119,51,110
A549/ATCC,98,88,43,96,39,12
CCRF-CEM,10,147,86,66,10,15
EKVX,86,108,x,95,36,69

25) COc1cc(-c2nnc(-c3ccc(NC(=O)CCO)cc3)o2)cc(OC)c1OC
26) Nc1nc(Nc2ccccc2SSc2ccccc2Nc2nc(N)nc(-c3cccc(F)c3)n2)nc(-c2cccc(F)c2)n1
27) COc1cccc(/C=C(\C#N)C(=O)O)c1
28) Cc1ccc(-c2cn(CC(=O)Nc3ccc4c(ccn4C)c3)nn2)cc1
29) COC(=O)C1(O)NC(=C(C#N)C#N)C(C#N)=C1C(=O)c1ccco1 (stereo not drawn)
30) CC(c1ccccc1)N1CSc2nc3ncncc3n2C1 (stereo not drawn)
Screen / compound no.,25,26,27,28,29,30
M14,98,111,105,109,101,x
HOP-92,96,110,82,104,110,66
LOX IMVI,95,99,93,100,100,10
SK-MEL-5,98,99,100,105,98,49
HOP-62,75,77,123,98,98,27
A549/ATCC,73,97,97,98,98,72
CCRF-CEM,97,109,102,87,109,23
EKVX,99,97,102,103,104,85

31) CC(C)NS(=O)(=O)c1cccc(-c2ccc3c4c(n(CCCN(C)C)c(=O)c3c2)-c2ccccc2C4=O)c1
32) COc1cc2nc(-c3ccc(Cl)cc3)cc(OCCN3CCC(O)CC3)c2cc1OC
33) CC(=O)N1N=C(c2cccc(Nc3ccncc3)c2)CC1c1ccccc1 (stereo not drawn)
34) COc1ccc(NC(=O)CSC(N)=O)cc1NC(=O)CSC(N)=O
35) O=C(Cn1cc(C2CC2)nn1)Nc1nc(-c2ccc(F)cc2)cs1
36) CCN(CC)CCNC(=O)c1cn2ncnc(Oc3ccc(NC(=O)Nc4ccc(Cl)c(C(F)(F)F)c4)cc3)c2c1C
Screen / compound no.,31,32,33,34,35,36
M14,104,99,-76*,96,x,-83*
HOP-92,114,67,56,84,109,-39*
LOX IMVI,100,50,91,96,94,-99*
SK-MEL-5,94,90,82,92,98,-99*
HOP-62,101,90,92,78,102,-78*
A549/ATCC,84,90,85,99,94,-85*
CCRF-CEM,1.5*,95,84,97,97,-8.4*
EKVX,105,68,84,91,92,-48*

37) Cc1nc(-c2ccccc2)ccc1-c1nnc(SCC(=O)c2ccccc2)o1
38) CCN(CC)CCN1CC(=O)Nc2cc(Cl)ccc21
39) C[C@H](O)C[C@H]1CC1c1ccc2ccccc2c1 (stereo partly drawn)
40) Nc1cc(=O)n(Cc2ccccc2)c(=O)n1Cc1ccccc1
41) N#Cc1c(-c2cccc([N+](=O)[O-])c2)cc(-c2ccc3ccccc3c2)[nH]c1=O
42) COc1ccc2c(c1)c(C(=O)c1nc(-c3c[nH]c4ccc(F)cc34)no1)cn2C
Screen / compound no.,37,38,39,40,41,42
M14,105,94,101,113,86,96
HOP-92,76,x,92,103,55,89
LOX IMVI,94,102,102,92,x,97
SK-MEL-5,96,99,101,111,98,95
HOP-62,92,103,100,107,37,100
A549/ATCC,110,102,96,104,96,102
CCRF-CEM,110,101,111,98,101,102
EKVX,66,101,x,115,86,91

43) Cc1nc(N)[nH]c(=O)c1CCCNc1ccc(CCC2(CCl)OCCO2)cc1
44) CCCCn1c(=S)[nH]c2c(=O)n(C)c(=O)n(C)c21
45) CC12CCCC(=O)N1c1ccccc1-c1nc(=O)c(-c3ccccc3)nn12 (stereo not drawn)
46) CCCCCCCCCNCCCCCCCCC
47) C#Cc1cccc(NC(=O)c2ccc(N=C=S)cc2)c1
48) CCOC(=O)/C=C1/SC(=Nc2ccc(C#N)cc2)N(Cc2ccco2)C1=O
Screen / compound no.,43,44,45,46,47,48
M14,101,106,95,-49*,104[8.25 µM],26
HOP-92,73,x,92,8.2*,97[8.25 µM],37
LOX IMVI,96,105,93,42,98[8.25 µM],-73*
SK-MEL-5,105,112,100,54,104[8.25 µM],62
HOP-62,89,102,88,76,103[8.25 µM],60
A549/ATCC,92,111,98,99,98[8.25 µM],67
CCRF-CEM,95,103,x,24,105[8.25 µM],0.6*
EKVX,88,118,97,82,105[8.25 µM],74

49) C/C=C\C=C\C(=O)OCCC
50) CC(C)NCCOC(=O)c1ccc([N+](=O)[O-])cc1
51) NCCCCC(N)C(=O)NNc1n[nH]c(=S)n1N (stereo not drawn)
52) O=C1Nc2c3c(nn2N=Nc2ccccc21)CCCCC3
53) Cc1ccc(N=C=O)cc1N1C(=O)N(c2cc(N=C=O)ccc2C)C1=O
54) N#CC1=C(c2cccs2)Nc2c(c(-c3ccccc3)nn2-c2ccccc2)C12C(=O)Nc1ccc(Cl)cc12 (stereo not drawn)
Screen / compound no.,49,50,51,52,53,54
M14,104,99,102,100,x,16
HOP-92,72,109,107,72,72,-8.8*
LOX IMVI,103,98,101,91,102,26
SK-MEL-5,108,106,101,98,99,25
HOP-62,x,105,102,94,88,29
A549/ATCC,99,92,98,105,106,24
CCRF-CEM,x,102,103,123,60,14
EKVX,102,109,101,79,117,13

55) COc1cccc(/C=N/NC(=O)c2ccncc2)c1
56) O=C(COc1ccc(/C=C2\Oc3ccccc3C2=O)cc1)c1ccc(Cl)cc1
57) CCOC(=O)CC1(C)NCCS1 (stereo not drawn)
58) C=C(C)[C@@H]1CC[C@]2(C(=O)OC)CC[C@]3(C)[C@H](CC[C@@H]4[C@@]5(C)C/C(=C/NC(N)=O)C(=O)C(C)(C)[C@@H]5CC[C@]43C)[C@@H]12
59) COc1cc(C(=O)/C=C/c2c(-c3ccc(F)cc3)nc3sc(C)nn23)cc(OC)c1OC
60) Clc1ccc2c(Cl)cc(-c3ccccc3)nc2c1
Screen / compound no.,55,56,57,58,59,60
M14,97,108,96,102,84,107
HOP-92,85,88,94,86,x,95
LOX IMVI,105,96,95,82,74,99
SK-MEL-5,102,109,97,81,69,104
HOP-62,87,91,110,99,50,101
A549/ATCC,101,112,104,81,62,103
CCRF-CEM,88,x,96,104,98,99
EKVX,93,99,x,95,x,80

61) Cc1cc2ccccc2c[n+]1CC(=O)c1ccc2ccccc2c1
62) C[N+](C)(C)CC(=O)NNC(=O)Nc1ccc(Cl)cc1
63) COC(=O)[C@]1(CCSC)N[C@H](c2cn(-c3ccccc3)nc2C)[C@@H]2C(=O)N(c3ccccc3)C(=O)[C@@H]21
64) CC1CCC(C)N(C)C1 (stereo not drawn)
65) Nc1c(Oc2cccc(C(F)(F)F)c2)ncnc1Oc1cccc(C(F)(F)F)c1
66) COC1OC2COC(c3ccccc3)OC2C(OC(=O)c2ccccc2)C1OC(=O)c1ccccc1 (stereo not drawn)
Screen / compound no.,61,62,63,64,65,66
M14,33,98,96,97,91,85
HOP-92,42,111,x,84,71,78
LOX IMVI,27,92,96,96,103,72
SK-MEL-5,47,105,101,107,98,95
HOP-62,53,98,107,107,107,88
A549/ATCC,73,106,103,103,94,86
CCRF-CEM,38,100,x,94,95,93
EKVX,59,106,107,112,x,87

67) CC1=C(O)c2ccccc2C(=O)C1=O
68) CC(=O)c1c(C)[nH]c2c1c(-c1cccc3c1OCO3)nc1ccccc12
69) CCNC(=S)n1nc(SC)c(C(=O)OCC)c1N
70) CCOC(=O)CC1CSC(c2ccc(F)cc2)=N1 (stereo not drawn)
71) CN1CCc2nc(N)sc2C1
72) CCN1CCN(Cc2cn(CC(=O)Nc3ccc4c(ccn4Cc4ccccc4)c3)nn2)CC1
Screen / compound no.,67,68,69,70,71,72
M14,108,89,107,105,104,99
HOP-92,104,90,110,101,91,88
LOX IMVI,102,93,95,105,101,103
SK-MEL-5,102,99,96,103,111,100
HOP-62,106,84,87,115,101,96
A549/ATCC,104,100,107,98,103,102
CCRF-CEM,114,96,106,95,100,7.8*
EKVX,109,84,101,114,102,106

73) Cc1[nH]c2ccccc2c1/C=N/Nc1ncnc2sc3c(c12)CCN(CC(=O)OC(C)(C)C)C3
74) CC(=O)Nc1ccc(F)c(Cl)c1F
75) CC(C(=O)N1CCN(c2cccc(Cl)c2)CC1)c1ccc(NS(=O)(=O)c2ccccc2)cc1 (stereo not drawn)
76) CCCCCCOC(=O)CC[C@@H](C)[C@H]1CC[C@H]2[C@@H]3[C@H](OC(=O)CCN)C[C@@H]4C[C@H](OC(=O)CCN)CC[C@]4(C)[C@H]3C[C@H](OC(=O)CCN)[C@]12C
Screen / compound no.,73,74,75,76
M14,73,93,84,106
HOP-92,61,77,76,76
LOX IMVI,84,94,83,94
SK-MEL-5,61,x,78,101
HOP-62,92,101,102,95
A549/ATCC,65,102,87,98
CCRF-CEM,x,101,84,47
EKVX,134,98,61,x

Among those listed so far, these have an NH in an aromatic ring:
18) COc1ccc(-c2n[nH]nc2-c2cc(OC)c3c(c2)OCO3)cc1
23) O=C(/C=C/c1cccc(OCc2ccccc2)c1)c1nc2ccccc2[nH]1
41) N#Cc1c(-c2cccc([N+](=O)[O-])c2)cc(-c2ccc3ccccc3c2)[nH]c1=O
42) COc1ccc2c(c1)c(C(=O)c1nc(-c3c[nH]c4ccc(F)cc34)no1)cn2C
43) Cc1nc(N)[nH]c(=O)c1CCCNc1ccc(CCC2(CCl)OCCO2)cc1
44) CCCCn1c(=S)[nH]c2c(=O)n(C)c(=O)n(C)c21
51) NCCCCC(N)C(=O)NNc1n[nH]c(=S)n1N (stereo not drawn)
68) CC(=O)c1c(C)[nH]c2c1c(-c1cccc3c1OCO3)nc1ccccc12
Screen / compound no.,18,23,41,42,43,44,51,68
M14,8.2*,1.5*,86,96,101,106,102,89
HOP-92,29,23,55,89,73,x,107,90
LOX IMVI,-4.3*,x,x,97,96,105,101,93
SK-MEL-5,-1.6*,72,98,95,105,112,101,99
HOP-62,18,51,37,100,89,102,102,84
A549/ATCC,14,39,96,102,92,111,98,100
CCRF-CEM,-4.9*,10,101,102,95,103,103,96
EKVX,x,36,86,91,88,118,101,84

73) Cc1[nH]c2ccccc2c1/C=N/Nc1ncnc2sc3c(c12)CCN(CC(=O)OC(C)(C)C)C3
Screen / compound no.,73
M14,73
HOP-92,61
LOX IMVI,84
SK-MEL-5,61
HOP-62,92
A549/ATCC,65
CCRF-CEM,x
EKVX,134
